# Assay outcomes as filed in PubChem BioAssay.
# USP1-UAF1 inh – blocks the human USP1/UAF1 deubiquitinase complex. recombinant USP1/UAF1, Ub-Rhodamine cleavage fluorescence. O94782. AID 743255. Potency, µM (highest dose often 57.1 µM), without a hit: at the top dose activity change, negative = inhibition, most hits filed as inhibitors. hit rate 0.23% among 390,000; further: potency means the concentration at half of the fitted maximal effect; on the % scale 0 is the no-effect control and ±100 the full control effect; nearly all actives have a fitted effect of over 60% in size; inactives centre near -12
#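 In this screen, compounds sit with the deubiquitinase complex (1nM) for 15 min at room temperature before Ub-Rho is added at 150nM final. Fluorescence rise is then followed for 6 reads every 60 seconds.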
# HP1b chromo inh – inhibitors of HP1-beta chromodomain binding to methylated histone tails | P83916 | AlphaScreen HP1-beta / biotin-H3K9me3 peptide binding | Potency, µM (titrated, usually from 114 µM), without a hit: top-dose activity change, negative = inhibition, most hits filed as inhibitors | hit rate 0.56% among 390,000; further: potency means the concentration at half of the fitted maximal effect; nearly all actives have a fitted effect of over 70% in size; inactives centre near 23
# Target sequence (P83916 whole entry, looked up): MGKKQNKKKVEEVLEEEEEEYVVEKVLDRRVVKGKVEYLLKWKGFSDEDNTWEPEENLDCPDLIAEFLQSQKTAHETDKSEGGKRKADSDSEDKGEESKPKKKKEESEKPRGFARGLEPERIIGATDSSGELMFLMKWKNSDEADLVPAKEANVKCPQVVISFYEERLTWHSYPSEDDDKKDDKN
#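 AlphaScreen: HP1-beta (50 nM) preformed 30 min with biotin-H3(1-18)K9me3 peptide (50 nM) in PBS pH 7.4, 0.01% Tween-20. Compound added for 30 min at RT, then streptavidin donor/nickel chelate acceptor beads (10 ug/mL) for 30 min.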
# Pin1 inhibitor – human Pin1 inhibition | hit rate 0.009% among 390,000 | Q13526 | Pin1 FP peptide displacement, HiFluor488, 10 min | Potency, µM (top dose mostly 115 µM), inactives show top-dose activity, negative = inhibition, most hits filed as inhibitors; active means well fitted inhibition curve with a large enough effect in the polarisation, with a control signal flat, not every such curve was filed as active; inconclusive means small, poorly fitted or top-dose-only effect, or effect the other way, or a change in a side signal; inactive means no such curve, though single readings can be large or run the other way; the % refers to the polarisation; further: potency means the concentration at half of the fitted maximal effect; on the % scale 0 is the no-effect control and ±100 the full control effect
# Target sequence (Q13526 whole entry, looked up): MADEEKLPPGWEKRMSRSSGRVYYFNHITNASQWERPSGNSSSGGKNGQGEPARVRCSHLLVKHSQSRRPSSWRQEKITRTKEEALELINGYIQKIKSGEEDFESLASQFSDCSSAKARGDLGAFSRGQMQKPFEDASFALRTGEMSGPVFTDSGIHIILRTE
# GLS inh – blocks human kidney-isoform glutaminase activity. O94925. Potency, µM (top dose mostly 45.5 µM), without a hit: top-dose activity change, negative = inhibition, hits mostly inhibitors. AID 624170. hit rate 0.21% among 410,000. GLS enzymatic activity, qHTS titration; further: potency means the concentration at half of the fitted maximal effect; on the % scale 0 is the no-effect control and ±100 the full control effect
#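 Glutamate formation by hKGA was monitored fluorometrically using coupled glutamate oxidase, HRP and Amplex Red. Substrate was added as 1 mM L-glutamine solution; incubation was 30 min at RT after an initial read.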
# Tb PGK inh – blocks T. brucei phosphoglycerate kinase. P07378. PGK/GAPDH coupled, Kinase-Glo luminescence, 60 min. Potency, µM (top dose mostly 57.5 µM), for inactives: at the top dose activity change, negative = inhibition, usual class: inhibitors. hit rate 0.043% among 380,000; further: potency means the concentration at half of the fitted maximal effect; on the % scale 0 is the no-effect control and ±100 the full control effect; nearly all actives have a fitted effect of over 60% in size
#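 Luminescent ATP detection (Kinase-Glo Plus) follows a 60-minute room-temperature incubation, with wells lacking PGK as controls. Buffer: 100 mM TEA (pH 7.6), 5 mM MgCl2, 0.01% Tween-20. Coupling enzyme GAPDH (100 nM final) supplies unstable 1,3-BPG in-well.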
# IDH1 R132H inh – inhibitors of human mutant IDH1 R132H | AID 602179 | hit rate 0.093% among 390,000 | IDH1-R132H enzyme, NADPH consumption, diaphorase/resazurin fluorescence | Potency, µM (highest dose often 76.6 µM), for inactives: at the highest dose activity change, negative = inhibition, hits mostly inhibitors | O75874; further: potency means the concentration at half of the fitted maximal effect; on the % scale 0 is the no-effect control and ±100 the full control effect; nearly all actives have a fitted effect of over 65% in size
# Target sequence (O75874 whole entry R132H, stated change not applied): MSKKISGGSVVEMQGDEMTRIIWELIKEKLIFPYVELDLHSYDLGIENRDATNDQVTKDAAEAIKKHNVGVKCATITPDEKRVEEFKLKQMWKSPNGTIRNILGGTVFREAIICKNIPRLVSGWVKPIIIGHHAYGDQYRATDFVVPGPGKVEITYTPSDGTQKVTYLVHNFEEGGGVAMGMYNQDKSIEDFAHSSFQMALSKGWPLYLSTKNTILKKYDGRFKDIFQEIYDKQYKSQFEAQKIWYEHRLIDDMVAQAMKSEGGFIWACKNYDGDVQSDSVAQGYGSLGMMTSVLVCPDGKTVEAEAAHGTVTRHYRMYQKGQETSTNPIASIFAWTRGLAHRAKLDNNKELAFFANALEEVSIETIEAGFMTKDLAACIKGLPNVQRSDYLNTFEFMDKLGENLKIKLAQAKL
#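 IDH1-R132H (0.5 ug/mL) preincubated 30 min with compound, then NADPH (0.016 mM) and alpha-KG (2 mM) added; 80 min at RT, pH 7.5. Remaining NADPH coupled via diaphorase/resazurin to fluorescence (540/590 nm); concentration-response curves normalized to no-enzyme control.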
# PI4K2A block – blocks human PI4K2A kinase activity; Q9BTU6; purified PI4K2A, ADP-Glo luminescence, 1 h; hits give low values; activity change, negative = inhibition, % at 76.9 µM; hit rate 0.13% among 420,000; in the data active means activity change below about -50%; inconclusive means mostly about -30% to -49%;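 further: -100% = wells without enzyme as full effect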
#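 In this quantitative HTS, ADP production by PI4K2A was quantified luminescently after 1 h at ambient temperature; 100 microM adenosine served as plate-quality control.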
# TrxR1 inh – inhibitors of rat thioredoxin reductase 1; Potency, µM (series often up to 114 µM), inactives show top-dose activity change, negative = inhibition, most hits filed as inhibitors; hit rate 1% among 390,000; O89049; recombinant rTrxR1, NADPH fluorescence consumption, selenite substrate; further: potency means the concentration at half of the fitted maximal effect; on the % scale 0 is the no-effect control and ±100 the full control effect; nearly all actives have a fitted effect of over 65% in size
#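 Rat TrxR1 (90 nM in the dispensed reagent) was pre-reduced with 400 uM NADPH for 5 min at room temperature, then incubated with compound for 15 min. After 400 uM selenite was added, NADPH fluorescence (Ex 340/Em 450 nm) was followed for 8 min.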
# TrxR1 substrate – is turned over as a substrate by rat TrxR1. O89049. purified TrxR1 substrate turnover, NADPH consumption readout. Potency, µM (highest dose often 114 µM), inactives show at the highest dose activity change, negative = substrate turnover. hit rate 0.01% among 390,000. AID 588456; further: potency means the concentration at half of the fitted maximal effect; on the % scale 0 is the no-effect control and ±100 the full control effect; nearly all actives have a fitted effect of over 50% in size
#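 Rat TrxR1, dispensed at 90 nM, was prereduced with 400 uM NADPH (final) for 5 min at ~22 deg C, then incubated with compound 15 min before 400 uM selenite. A first-read NADPH fluorescence drop versus no-compound background flagged substrates.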
# Starred values were filed as active, the others as inactive; i = inactive; ? = inconclusive; [ ] = another dose, or the depositor's remark. Unless noted, the call rests on the fitted dose curve; in most records, active means well fitted curve in the direction sought with a large enough effect; inconclusive means small, poorly fitted or top-dose-only effect, or another doubt; inactive means no such curve, though single readings can be large; an effect the other way counts as inactive or inconclusive.
SMILES,USP1-UAF1 inh,HP1b chromo inh,Pin1 inhibitor,GLS inh,Tb PGK inh,IDH1 R132H inh,PI4K2A block,TrxR1 inh,TrxR1 substrate
CSc1ccc(C(=O)Nc2ccc(-c3nc4ccccc4s3)c(O)c2)cc1,-11%,14%[57 µM],3%,-1%,i,-1%,2,-10%[57.1 µM],-9%[57.1 µM]
COc1ccccc1NC(=S)Nc1ccccn1,-21%,26%,2%,13%,0%,3%,-1,?,6%
COc1ccccc1N(CN1CCCC1=O)C(=O)c1c(F)cccc1F,0%,23%,7%,0%,-2%,0%,-4,-11%[57.1 µM],4%[57.1 µM]
C=CCNc1ncnc2c1[nH]c1ccccc12,-3%,10%,1%,1%,-6%,4%,-7,-22%,18%
O=C(Cn1cnc2c(nnn2Cc2ccccc2)c1=O)N1CCN(c2ccccc2)CC1,-21%,45%[activator],0%,23%,-10%,15%,-12,1%[57.1 µM],16%[57.1 µM]
CC(=O)N1C(=O)N(C)C2C1N(C(C)=O)C(=O)N2C (centres undefined),0%,16%,4%,1%,2%,0%,-3,19%,7%
CC(=O)Nc1ccc(S(=O)(=O)N(CCO)Cc2ccccc2)cc1,6%,19%,3%,0%,5%,16%,2,3%,-1%
COCC1CCCCN1C(=O)CCCn1nnnc1CN1CCC(C)CC1 (centres undefined),-15%,39%,?,-3%,-1%,6%,-2,-6%,-8%
COc1ccc(-c2csc(N3CCSCC3)n2)cc1,?,2%,0%,12%,-7%,-2%,-1,11%,3%
O=C(CCC(=O)NNc1nc2ccccc2c2nc(-c3ccccc3)nn12)NCCCN1CCOCC1,-7%,25%,-6%,22%,-9%,8%,2,-10%,-12%
CC(C)=CC(=O)Nc1c(C)cc(C)cc1Cl,-16%,33%,-1%,-5%,-4%,5%,2,11%,-1%
COc1cc(NC(=O)c2cc3c(=O)n(Cc4ccco4)ccc3nc2C)cc(OC)c1OC,1%,22%,-5%,7%,-7%,1%,-10,8%[57.1 µM],4%[57.1 µM]

# A second format for part of the listing above.
Structure | USP1-UAF1 inh | HP1b chromo inh | Pin1 inhibitor | GLS inh | Tb PGK inh | IDH1 R132H inh | PI4K2A block | TrxR1 inh | TrxR1 substrate
COc1ccc(-c2csc(N3CCSCC3)n2)cc1 | ? | 2% | 0% | 12% | -7% | -2% | -1 | 11% | 3%
C=CCNc1ncnc2c1[nH]c1ccccc12 | -3% | 10% | 1% | 1% | -6% | 4% | -7 | -22% | 18%

# Later entries
SMILES,USP1-UAF1 inh,HP1b chromo inh,Pin1 inhibitor,GLS inh,Tb PGK inh,IDH1 R132H inh,PI4K2A block,TrxR1 inh,TrxR1 substrate
COc1ccccc1/C=N/NC(=O)C(=O)NCc1cccnc1,-6%,-20%,-5%,5%,i,4%,3,28%[11.4 µM],11%[11.4 µM]
COc1ccccc1NC(=O)CN1C(=O)C(C)SC(C)C1=O (centres undefined),-2%,36%,-1%,-1%,-4%,-4%,0,2%[57.1 µM],3%[57.1 µM]
Cn1c(-c2ccccc2)cc2ccccc21,-13%,62%[activator],0%,1%,-6%,7%,-5,12%[57.1 µM],18%[57.1 µM]
O=C(c1ccco1)N1CCN(C(=O)c2cc(-c3ccccc3)nc3ccccc23)CC1,0%,-2%,-1%,10%,-9%,1%,1,-5%[57.1 µM],5%[57.1 µM]
COc1cc(C)c(/C=C(\C#N)C(=O)Nc2ccc(C)cc2)cc1C(C)C,-4%,11%,-5%,-2%,-5%,7%,0,?,2%[57.1 µM]
O=C(CSc1nnnn1-c1cccc2c1CCCC2)N1CCCCC1,-16%,-7%,-8%,6%,1%,-1%,8,5%[57.1 µM],-2%
Cc1cc(C)c(S(=O)(=O)N(C)CC(=O)N2CCCCC2)c(C)c1,-6%,20%,0%,8%,1%,5%,7,17%[57.1 µM],11%[57.1 µM]
COc1ccc(C(=O)/C=C/c2ccc(O)cc2)cc1,-11%,9%,8%,21%,-3%,13%,-7,-3%[57.1 µM],3%[57.1 µM]

# Gathered by group, those above containing sulfur
SMILES,USP1-UAF1 inh,HP1b chromo inh,Pin1 inhibitor,GLS inh,Tb PGK inh,IDH1 R132H inh,PI4K2A block,TrxR1 inh,TrxR1 substrate
CSc1ccc(C(=O)Nc2ccc(-c3nc4ccccc4s3)c(O)c2)cc1,-11%,14%[57 µM],3%,-1%,i,-1%,2,-10%[57.1 µM],-9%[57.1 µM]
COc1ccccc1NC(=S)Nc1ccccn1,-21%,26%,2%,13%,0%,3%,-1,?,6%
CC(=O)Nc1ccc(S(=O)(=O)N(CCO)Cc2ccccc2)cc1,6%,19%,3%,0%,5%,16%,2,3%,-1%
COc1ccc(-c2csc(N3CCSCC3)n2)cc1,?,2%,0%,12%,-7%,-2%,-1,11%,3%
COc1ccccc1NC(=O)CN1C(=O)C(C)SC(C)C1=O (centres undefined),-2%,36%,-1%,-1%,-4%,-4%,0,2%[57.1 µM],3%[57.1 µM]
O=C(CSc1nnnn1-c1cccc2c1CCCC2)N1CCCCC1,-16%,-7%,-8%,6%,1%,-1%,8,5%[57.1 µM],-2%
Cc1cc(C)c(S(=O)(=O)N(C)CC(=O)N2CCCCC2)c(C)c1,-6%,20%,0%,8%,1%,5%,7,17%[57.1 µM],11%[57.1 µM]

# Some of the compounds tested (hit frequency here may not be typical).
